# Screens from PubChem BioAssay.
# Bim-Mcl-1: inhibitors of Bim peptide binding to Mcl-1, primary screen, biochemical, bead-based flow cytometry, multiplex. Bim peptide-Mcl-1 binding. inhibition, % at 10 µM. 190,000 compounds, 0.1% hits. AID 1009, 2008; in the data active = inhibition above about 40%;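 also: 0% = no compound tracer wells and 100% = peptide blocker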
# RGS7-Gao reg: RGS7-Galphao binding modulators, primary screen, biochemical, multiplexed bead flow cytometry. Guanine nucleotide-binding protein G(o) subunit alpha (Homo sapiens), P09471. actives lie on both sides. binding response (% of control), % at 10 µM. 220,000 compounds, 0.35% hits. AID 1439, 2008; in the data active = binding response below about 49% or above about 150%; inconclusive = no clear call, values can overlap the other calls; inactive = in between;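 also: fluorescent Galphao held in activated GDP-AlF4 state binding bead-coupled RGS7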
# ABCG2 inh: ABCG2 efflux pump inhibitors, primary screen, multiplex with ABCB1, IgMXP3 cells, flow cytometry. Broad substrate specificity ATP-binding cassette transporter ABCG2 (Homo sapiens), Q9UNQ0. JC-1 efflux. inhibition, % at 6.6 µM. 190,000 compounds, 0.1% hits. AID 1325, 2008;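 active = inhibition above 80%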;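 also: 0% = DMSO and 100% = nicardipine control wells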
#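 test system = two drug-resistant human cell lines, ABCG2 and ABCB1 | amount = 3 million cells/mL final, two lines in 1:1 ratio | reagent = JC-1 transporter substrate | doses = one concentration, 6.6 µM final | incubation = 10 min at 25 °C | signal = flow cytometric JC-1 green MFI at 530 nm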
# ABCB1 block: ABCB1 efflux pump inhibitors, primary screen, cell-based, multiplex, flow cytometry, ABCG2 counter-screen; ATP-dependent translocase ABCB1 (Homo sapiens), P08183; CCRF-Adr cells, JC-1 efflux; inhibition, % at 6.6 µM; 190,000 compounds, 0.067% hits; AID 1326, 2008; in the data active = inhibition above about 40%;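 also: 0% = vehicle and 100% = reference inhibitor; higher value means more JC-1 retained so stronger ABCB1 efflux block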
# Target sequence (P08183 whole entry, looked up): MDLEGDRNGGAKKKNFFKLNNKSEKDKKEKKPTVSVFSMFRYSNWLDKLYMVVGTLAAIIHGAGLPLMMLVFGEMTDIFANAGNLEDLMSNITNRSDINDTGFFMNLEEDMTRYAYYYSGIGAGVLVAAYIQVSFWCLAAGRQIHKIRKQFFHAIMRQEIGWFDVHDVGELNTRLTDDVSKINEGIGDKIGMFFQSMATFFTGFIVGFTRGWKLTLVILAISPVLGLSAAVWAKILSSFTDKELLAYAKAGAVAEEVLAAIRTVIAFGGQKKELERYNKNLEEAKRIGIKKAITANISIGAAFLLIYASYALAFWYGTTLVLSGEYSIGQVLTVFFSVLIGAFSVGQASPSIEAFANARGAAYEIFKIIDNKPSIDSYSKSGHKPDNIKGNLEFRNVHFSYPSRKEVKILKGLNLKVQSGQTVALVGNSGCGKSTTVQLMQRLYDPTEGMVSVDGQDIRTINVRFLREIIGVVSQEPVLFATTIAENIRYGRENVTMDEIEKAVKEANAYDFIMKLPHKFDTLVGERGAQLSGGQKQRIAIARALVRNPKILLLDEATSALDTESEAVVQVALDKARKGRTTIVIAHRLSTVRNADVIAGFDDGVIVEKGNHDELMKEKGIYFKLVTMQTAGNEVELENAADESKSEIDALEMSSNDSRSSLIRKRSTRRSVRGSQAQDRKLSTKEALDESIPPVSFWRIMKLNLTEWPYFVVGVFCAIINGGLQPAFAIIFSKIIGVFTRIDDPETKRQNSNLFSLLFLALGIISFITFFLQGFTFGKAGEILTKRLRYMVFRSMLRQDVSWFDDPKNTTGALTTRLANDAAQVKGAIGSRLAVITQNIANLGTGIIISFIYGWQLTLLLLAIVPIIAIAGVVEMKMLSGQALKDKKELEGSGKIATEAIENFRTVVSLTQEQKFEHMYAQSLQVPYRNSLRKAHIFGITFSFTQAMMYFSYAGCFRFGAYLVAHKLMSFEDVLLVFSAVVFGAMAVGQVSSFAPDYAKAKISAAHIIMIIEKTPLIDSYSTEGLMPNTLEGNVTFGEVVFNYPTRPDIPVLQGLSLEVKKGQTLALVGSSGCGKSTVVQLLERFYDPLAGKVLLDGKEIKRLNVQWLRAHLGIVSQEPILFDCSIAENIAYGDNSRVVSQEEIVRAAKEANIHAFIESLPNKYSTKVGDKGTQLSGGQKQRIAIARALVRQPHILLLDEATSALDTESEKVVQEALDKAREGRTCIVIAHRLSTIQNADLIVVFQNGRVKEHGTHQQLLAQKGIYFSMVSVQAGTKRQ
# Mcl1-Bid inh: Mcl-1/Bid binding inhibitors, primary screen, biochemical, TR-FRET, 1536-well. AID 1021, 2008. inhibition, % at 21.7 µM. 220,000 compounds, 0.97% hits. Induced myeloid leukemia cell differentiation protein Mcl-1 (Homo sapiens), Q07820. TR-FRET Mcl-1/Bid-Dy647 peptide binding;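 active = compounds that cut the binding signal by more than half at the single screening dose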;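 also: His-tagged Mcl-1 with europium anti-His antibody binding Bid BH3 peptide; 0% = Mcl-1 plus peptide wells and 100% = peptide-only wells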
# Mcl1 Noxa PPI: Mcl-1/Noxa binding inhibitors, primary screen, biochemical, TR-FRET, 1536-well; Induced myeloid leukemia cell differentiation protein Mcl-1 (Homo sapiens), Q07820; TR-FRET Mcl-1/Noxa peptide binding, 2 h; inhibition, % at 21.7 µM; 220,000 compounds, 1.5% hits; AID 1022, 2008;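 active = compounds that cut the protein-peptide binding signal by more than 50% relative to plate controls in a single-dose test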;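 also: His-tagged Mcl-1 with rhodamine Noxa BH3 peptide and terbium anti-His antibody; 0% = Mcl-1 plus Noxa peptide wells and 100% = peptide-only wells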
# RGS8-Gao: RGS8-Galphao binding modulators, primary screen, biochemical, multiplexed bead flow cytometry; actives lie on both sides; response (percent of control binding), % at 10 µM; 220,000 compounds, 0.34% hits; in the data active = response below about 60% or above about 140%; inactive = in between;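 also: Galphao activated as the GDP aluminium fluoride complex binding bead-coupled RGS8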
# Pf gametocyte: late stage P. falciparum gametocyte viability inhibitors, primary screen, ATP luminescence, HTS | inhibition, % at 10.9 µM | 150,000 compounds, 0.065% hits | P. falciparum stage V gametocytes, 24 h;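 active = inhibition above the mean plus 3 SD of compounds within the control limits, set per campaign, cut at about 38% in these data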;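 also: 0% = DMSO wells and 100% = medium only without gametocytes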
# Avidin fluor: green autofluorescence of compounds with avidin beads – biophysical, 488/530 nm, flow cytometry, artefact control, profiling panel | AID 1775, 2009 | 220,000 compounds, 0.38% hits | compound fluorescence 488/530 nm; active compounds read high | fluorescence (KMESF) at 10 µM; in the data active = fluorescence above about 47; also: inactives centre near 10
# GSH bead fluor: compound fluorescence on glutathione beads, profiling panel, artefact control, biophysical, 488/530 nm, flow cytometry; GSH beads flow cytometry, compound fluorescence 488/530 nm; active compounds read high; fluorescence (KMESF) at 10 µM; 190,000 compounds, 0.25% hits; AID 1776, 2009; in the data active = fluorescence above about 89;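 also: glutathione beads carrying GST-tagged Bcl family fusion proteins plus one bare bead set; values are compound well signal with DMSO vehicle wells as background; inactives centre near 16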
# RGS4-Gao reg: modulators of RGS4 binding to Galphao, primary screen, biochemical, multiplexed bead flow cytometry | Guanine nucleotide-binding protein G(o) subunit alpha (Homo sapiens), P09471 | binding response (% of control), % at 10 µM | AID 1415, 2008 | actives lie on both sides | 220,000 compounds, 0.33% hits; in the data active = binding response below about 49% or above about 150%; inactive = in between;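 also: fluorescent Galphao activated with aluminum fluoride binding bead-coupled RGS4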
# The depositor's hits bear a star; u = inconclusive; x = not tested or not shown.
SMILES,Bim-Mcl-1,RGS7-Gao reg,ABCG2 inh,ABCB1 block,Mcl1-Bid inh,Mcl1 Noxa PPI,RGS8-Gao,Pf gametocyte,Avidin fluor,GSH bead fluor,RGS4-Gao reg
Cc1ccc(C(=O)Cn2c(-c3ccccc3)noc2=O)cc1,0,102,2,0.1,-4,-11,101,-12,8,12,99
COc1cc(Cl)c(S(=O)(=O)NCCCN2CCOCC2)cc1Cl,-5,104,3,0.8,4,7,103,x,3,66,104
CCOC(=O)c1ccccc1N1C(=O)CSC1=S,-3,99,0,-0.1,-6,9,103,x,11,37,100
COC(=O)C(NC(C)=O)(Nc1ccc(C)cn1)C(F)(F)F (stereo unspecified),x,u,x,x,4,-2,96,18,3,x,92
O=C(NC1CCCCC1)C1CN(S(=O)(=O)c2ccccc2)CCN1S(=O)(=O)c1ccccc1 (stereo unspecified),-1,96,2,4.3,0,-1,101,4,13,15,97
CNC(=S)Nc1cc(OC)c(NC(=O)c2ccco2)cc1OC,-6,99,16,-1.7,-34,2,99,-10,8,12,100
CC(=O)Nc1nonc1-c1nc2ccccc2n1CCC#N,-1,97,5,0.4,12,-7,106,13,9,25,97
Cc1cc(C)n(CCN(C)C(=O)c2cc(COc3c(F)cccc3F)on2)n1,1,100,5,2.9,-50,15,100,x,6,18,99
COc1ccc(/C=N/N=C2/NC(=O)C(c3ccccc3)(c3ccccc3)S2)cc1,-2,90,1,0.6,0,-16,92,12,7,71,94
COc1ccc(CN2CCN(C(=O)CN3C(=O)C4C5C=CC(C5)C4C3=O)CC2)c(OC)c1OC (stereo unspecified),-4,96,5,0.8,-4,16,98,x,13,36,95
O=C(CNC(=O)c1ccccn1)N/N=C/c1ccc2c(c1)OCO2,0,102,5,0.4,-9,8,102,3,10,11,105
O=C(Nc1nc2ccccc2n1CCN1CCCC1)c1ccc(Cl)cc1,-8,103,31,2.5,-22,4,116,21,25,24,100
Oc1ccc(-c2nnc(Nc3cccc(O)c3)c3ccccc23)cc1,x,u,x,x,-3,60*,99,2,5,x,96
COc1ccc(C(=O)N/C(=C\c2cn(S(=O)(=O)N(C)C)c3ccccc23)C(=O)NC(C)C)cc1,-2,93,-2,-0.8,-9,7,99,8,9,9,97
COc1ccccc1NC(=O)Cn1nc(-c2ccc3c(c2)OCCO3)ccc1=O,-1,93,2,0.4,-39,13,100,13,11,13,93

# Not a retest: entries from further up.
SMILES,Bim-Mcl-1,RGS7-Gao reg,ABCG2 inh,ABCB1 block,Mcl1-Bid inh,Mcl1 Noxa PPI,RGS8-Gao,Pf gametocyte,Avidin fluor,GSH bead fluor,RGS4-Gao reg
Cc1ccc(C(=O)Cn2c(-c3ccccc3)noc2=O)cc1,0,102,2,0.1,-4,-11,101,-12,8,12,99
COc1cc(Cl)c(S(=O)(=O)NCCCN2CCOCC2)cc1Cl,-5,104,3,0.8,4,7,103,x,3,66,104
CCOC(=O)c1ccccc1N1C(=O)CSC1=S,-3,99,0,-0.1,-6,9,103,x,11,37,100
COC(=O)C(NC(C)=O)(Nc1ccc(C)cn1)C(F)(F)F (stereo unspecified),x,u,x,x,4,-2,96,18,3,x,92
O=C(NC1CCCCC1)C1CN(S(=O)(=O)c2ccccc2)CCN1S(=O)(=O)c1ccccc1 (stereo unspecified),-1,96,2,4.3,0,-1,101,4,13,15,97
CNC(=S)Nc1cc(OC)c(NC(=O)c2ccco2)cc1OC,-6,99,16,-1.7,-34,2,99,-10,8,12,100
CC(=O)Nc1nonc1-c1nc2ccccc2n1CCC#N,-1,97,5,0.4,12,-7,106,13,9,25,97
Cc1cc(C)n(CCN(C)C(=O)c2cc(COc3c(F)cccc3F)on2)n1,1,100,5,2.9,-50,15,100,x,6,18,99
COc1ccc(/C=N/N=C2/NC(=O)C(c3ccccc3)(c3ccccc3)S2)cc1,-2,90,1,0.6,0,-16,92,12,7,71,94
COc1ccc(CN2CCN(C(=O)CN3C(=O)C4C5C=CC(C5)C4C3=O)CC2)c(OC)c1OC (stereo unspecified),-4,96,5,0.8,-4,16,98,x,13,36,95
O=C(CNC(=O)c1ccccn1)N/N=C/c1ccc2c(c1)OCO2,0,102,5,0.4,-9,8,102,3,10,11,105
O=C(Nc1nc2ccccc2n1CCN1CCCC1)c1ccc(Cl)cc1,-8,103,31,2.5,-22,4,116,21,25,24,100

# Carrying on.
SMILES,Bim-Mcl-1,RGS7-Gao reg,ABCG2 inh,ABCB1 block,Mcl1-Bid inh,Mcl1 Noxa PPI,RGS8-Gao,Pf gametocyte,Avidin fluor,GSH bead fluor,RGS4-Gao reg
O=C(O)CCCCCN1C(=O)C(O)=C(C(=O)/C=C/c2ccccc2)C1c1ccccc1[N+](=O)[O-] (stereo unspecified),11,91,-1,-0.3,-23,30,88,-14,5,6,92
Cc1c(Br)c([N+](=O)[O-])nn1CC(=O)N(C)Cc1ccccc1,-3,100,0,-0.2,-23,-4,104,-1,10,24,102
Cn1c(=O)n(C)c2cc([N+](=O)[O-])c(N3CCN(CCO)CC3)cc21,-1,102,6,0.2,2,0,100,8,7,19,104
O=C(Nc1ccc(Nc2ccccc2)cc1)c1ccco1,1,102,0,0.0,-12,22,107,x,7,5,104
CCCCN(C(=O)c1ccc(OC(F)(F)F)cc1)c1c(N)n(CCC)c(=O)[nH]c1=O,2,101,0,-0.2,-44,0,105,34,20,11,103
CCOc1ncccc1C(=O)Nc1ccccc1C(=O)NCc1ccc2c(c1)OCO2,-5,103,4,0.1,-2,15,98,x,23,13,98
COc1ccc(-n2c(C)cc(C(=O)CN3CCCCC3)c2C)cc1,0,104,-3,-0.6,-52,-13,101,x,24,12,102
COc1ncccc1-c1nnn(-c2ccccc2)n1,0,92,2,0.4,2,4,96,8,7,21,95
O=C(Nc1cccc(Cl)c1)C1=Cc2cc(Cl)ccc2OC1,1,100,1,-0.1,-4,13,100,x,7,69,101
Cc1ccc(C2(C)NC(=O)N(CC(=O)Nc3cccnc3Cl)C2=O)cc1 (stereo unspecified),2,101,0,-0.1,-18,38,103,-18,24,10,101
Cc1c(Cl)cccc1NC(=O)CN1CCN(CCO)CC1,-2,103,4,0.8,10,-11,100,x,37,25,98
Cc1csc(Nc2ccccc2)[n+]1C,-4,101,4,0.9,-38,12,106,8,11,15,104
CCCCNC(=O)NC1(C(F)(F)F)Oc2ccccc2O1,1,98,4,1.3,-2,12,100,-5,10,10,99
Cc1cnc(NC(=O)C2COc3ccccc3O2)s1 (stereo unspecified),-3,94,4,0.7,-56,23,98,x,27,15,92
COC(=O)CCc1c(C)c(C(=O)c2ccc(F)cc2)c2ccccn12,0,u,3,0.1,-52,5,100,-12,9,13,99
CC(=O)N1CCN=C1SCc1ccccc1,1,95,-3,-2.3,1,9,91,x,8,24,84
O=C1C2C3C=CC(C3)C2C(=O)N1/N=C/c1cn(Cc2ccccc2)c2ccccc12 (stereo unspecified),-2,104,3,0.8,-15,-37,96,4,26,10,98
Cc1cccc(NNC(=O)c2c(F)cccc2Cl)c1,x,u,x,x,-10,9,103,13,7,x,102
Cc1ccc(N2CCN(CC(O)COc3cccc4ccccc34)CC2)cc1 (stereo unspecified),x,u,x,x,-122,19,98,x,6,x,100
CCCCOC(=O)N1CCOCCOCCOCCOCC1,x,u,x,x,-12,-6,104,-6,9,x,105
COc1ccc(Br)cc1C(=O)Nc1ccc(NC(=O)c2ccco2)cc1,-2,103,0,-0.2,22,7,104,x,9,66,105
COc1ccc(-c2[nH]ncc2CN2CCCOc3c(cccc3OC)C2)c(OC)c1,2,96,3,1.5,-8,10,100,-6,3,12,106
COc1ccccc1NC(=S)N(Cc1ccco1)Cc1cc2cc(C)ccc2[nH]c1=O,-6,99,8,0.7,-16,-15,108,x,11,15,103
CC(=O)c1c(C)[nH]c2ccccc2c1=O,-2,92,4,0.6,-14,-16,96,-1,9,16,95
CCCC12CN3CC(C)(CN(C1)C3c1ccc(OC(C)C)cc1)C2=O (stereo unspecified),-1,105,2,0.5,-15,11,105,5,x,11,104
Cc1ccsc1/C=C1\SC(=S)N(CC2CCCO2)C1=O (stereo unspecified),3,101,-1,-0.4,-15,4,101,14,11,21,101
CCOC(=O)c1cc(OC(=O)c2ccccc2)n(-c2ccccc2)n1,2,99,-2,-2.7,-22,10,92,-4,7,33,90
N=c1sccn1CC(=O)NC(c1ccccc1)c1ccccc1,-1,97,2,0.3,-10,9,98,x,6,16,101
O=C(N/N=C/c1ccncc1)c1ccc(COc2cccc3cccnc23)cc1,-9,106,12,2.7,-13,20,103,16,9,25,103
Cn1ncc2c(N3CCC(Cc4ccccc4)CC3)ncnc21,-1,u,1,1.2,-24,7,99,x,9,11,99
Cc1cc(Br)c2c(c1)C(O)(N1CCCCC1C)C(=O)N2 (stereo unspecified),-5,101,2,0.4,-21,-14,99,17,4,14,100
CCC(O)CNC(=O)CCc1nnc(C2(c3ccc(Cl)cc3)CCC2)o1 (stereo unspecified),-4,104,4,0.5,-31,12,105,x,11,14,104
COc1ccc(/C=C/C(=O)NCCCc2ccccc2)cc1,-5,103,7,0.6,-26,8,101,x,1,6,101
CN(C(=O)c1ccncc1)C1CCS(=O)(=O)C1 (stereo unspecified),-2,97,1,0.7,15,-19,102,-40,11,52,97
CCOc1cc(C2C(C(=O)OC(C)C)=C(C)N=C3SCCC(=O)N32)ccc1OC(C)=O (stereo unspecified),-4,100,-1,0.3,-23,20,96,x,9,25,104
CC1(C)CC(N(Cc2ccc(F)cc2)C(=O)c2ccc(F)cc2)CCO1 (stereo unspecified),x,u,x,x,-7,-6,102,1,14,x,99
CC(=O)c1cccc(NC(=O)C(C)OC(=O)CNC(=O)c2ccc(C)s2)c1 (stereo unspecified),-3,u,4,0.9,-28,8,101,x,8,15,100
Cc1cc(C(=O)COC(=O)c2ccc(O)cc2)c(C)n1CC1COc2ccccc2O1 (stereo unspecified),-5,103,-1,-0.4,-5,2,99,7,2,5,101
NC(=O)C(=O)N/N=C/c1cccc(C(F)(F)F)c1,1,u,6,0.2,-30,0,104,-17,8,15,110
